PME-1 primary = PME-1 (human) inhibition | recombinant PME-1, FP-Rh probe fluorescence polarization | Q9Y570 | hit rate 0.53% among 320,000 | inhibition, % at 5.9 µM | AID 2130;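 active means inhibition above the campaign mean of all compounds plus 3 SD, cut at about 26% in these data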;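 further: competitive labeling of PME-1 active site by serine hydrolase directed probe; 0% = PME-1 with DMSO and 100% = wells lacking PME-1 enzyme; inhibitors block probe labeling so polarization falls and inhibition rises; many of its hits are not listed in these tables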
Target sequence (Q9Y570 whole entry, looked up): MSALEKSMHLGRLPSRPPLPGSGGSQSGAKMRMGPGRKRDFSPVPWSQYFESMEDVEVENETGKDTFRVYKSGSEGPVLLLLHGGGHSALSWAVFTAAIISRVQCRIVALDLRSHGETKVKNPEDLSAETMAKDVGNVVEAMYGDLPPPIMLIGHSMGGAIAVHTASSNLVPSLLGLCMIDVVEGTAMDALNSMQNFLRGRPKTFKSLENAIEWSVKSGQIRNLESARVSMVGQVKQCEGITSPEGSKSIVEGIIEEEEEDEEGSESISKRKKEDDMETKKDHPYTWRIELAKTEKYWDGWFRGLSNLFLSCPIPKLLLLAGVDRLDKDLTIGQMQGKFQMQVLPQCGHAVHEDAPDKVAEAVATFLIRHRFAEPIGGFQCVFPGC
MEX-5 binding = C. elegans MEX-5 TCR-2 RNA binding activity; Q9XUB2; MEX-5/FITC-TCR2 RNA binding, fluorescence polarization; hits give low values; activity score (negative = inhibition of binding), % at 10 µM; hit rate 0.38% among 300,000; AID 1832;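 active means inhibition past about -25% in most replicates, and total fluorescence under double the plate's negative control median, limit read from the data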;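 further: 0% = DMSO and -100% = 5 µM competing unlabeled TCR2 RNA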
GLD-1 RNA inh = GLD-1-TGE RNA interaction inhibition (C. elegans). AID 2280. hit rate 0.44% among 320,000. inhibition, % at 5.96 µM. Q17339. purified GLD-1 + fluorescein TGE RNA, fluorescence polarization;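 active means percent inhibition above a per-plate cutoff, the plate mean of test compounds plus 3 SD, cut at about 30% in these data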;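 further: 0% = DMSO wells with GLD-1 and probe and 100% = wells lacking GLD-1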
Fam108B inh = blocks mouse Fam108B hydrolase in RBBP9 counter-screen | recombinant Fam108B, FP-Rh probe fluorescence polarization | inhibition, % at 9.51 µM | hit rate 0.33% among 300,000 | AID 1947;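 active means inhibition above the screen mean inhibition plus 3 SD, computed separately per campaign, cut at about 18% in these data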;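 further: inhibitors lower polarization as less probe binds the enzyme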
BCLXL inh = inhibitors of human Bcl-xL. Q07817. GST-Bcl-xL / FITC-Bim BH3 peptide fluorescence polarization. inhibition, % at 10.9 µM. hit rate 0.7% among 320,000. AID 2129;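 active means inhibition above the mean of all tested compounds plus 3 SD, cutoff set per campaign, cut at about 30% in these data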;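 further: 0% = DMSO wells and 100% = unlabeled Bim-BH3 peptide competitor; inhibitors lower millipolarization by displacing the labeled peptide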
VLA-4 inh = inhibition in a human VLA-4 binding assay | inhibition, % (about 7 µM as worked out from the volumes in the protocol) | P13612 | VLA-4 expressing cells, ligand binding flow cytometry | hit rate 0.2% among 330,000; in the data active means inhibition above about 50%
Efflux pump mplx = inhibitors of Candida antifungal efflux pumps expressed in yeast; S. cerevisiae Candida pump triplex, Nile Red efflux; inhibition, % at 10 µM; hit rate 0.44% among 330,000; AID 485275;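 active means plate passing quality check with inhibition over a set limit, or well fluorescence over plate mean plus 4 SD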;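 further: Nile Red retained in pooled yeast measured as flow cytometry median fluorescence; 0% = buffer negative control and 100% = Enniatin B positive control; higher means more Nile Red kept so more efflux inhibition; some compounds called inactive have numbers as strong as hits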
GRK2 inh = human GRK2 inhibition via aptamer displacement; P25098; bead flow cytometry, FAM-aptamer displacement from GRK2; inhibition of aptamer binding, % at 10 µM; hit rate 0.59% among 330,000; AID 488847;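 active means inhibition of aptamer binding above 40%, roughly 3 SD of noise, on plates passing a quality check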;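 further: median bead fluorescence of bound FAM aptamer so fluorescent compounds give negative values; no value below 0 was filed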
Target sequence (P25098 whole entry, looked up): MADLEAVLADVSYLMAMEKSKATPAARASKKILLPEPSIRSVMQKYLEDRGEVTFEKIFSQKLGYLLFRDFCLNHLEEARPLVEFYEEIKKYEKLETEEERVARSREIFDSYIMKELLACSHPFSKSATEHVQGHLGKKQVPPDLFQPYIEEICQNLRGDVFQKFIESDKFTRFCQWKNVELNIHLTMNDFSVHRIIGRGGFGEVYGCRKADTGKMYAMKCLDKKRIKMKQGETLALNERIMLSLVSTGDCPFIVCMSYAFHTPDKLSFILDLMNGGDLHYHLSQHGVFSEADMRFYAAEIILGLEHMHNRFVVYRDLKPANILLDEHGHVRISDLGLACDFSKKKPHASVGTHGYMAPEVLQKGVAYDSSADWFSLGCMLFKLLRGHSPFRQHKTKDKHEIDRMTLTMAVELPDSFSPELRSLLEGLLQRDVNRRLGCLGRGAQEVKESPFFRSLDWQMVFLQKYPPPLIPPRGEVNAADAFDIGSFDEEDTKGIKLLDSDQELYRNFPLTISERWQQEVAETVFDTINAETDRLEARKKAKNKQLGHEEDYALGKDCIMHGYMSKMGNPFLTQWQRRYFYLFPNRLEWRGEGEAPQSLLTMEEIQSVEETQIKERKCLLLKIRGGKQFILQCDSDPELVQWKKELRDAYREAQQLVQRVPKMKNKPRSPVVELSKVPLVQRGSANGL
MCL1 BIM primary = inhibitors of human MCL1 binding to BIM-BH3 peptide; AID 2057; Q07820; inhibition, % at 10.9 µM; hit rate 0.68% among 320,000; GST-MCL1 / FITC-Bim-BH3 fluorescence polarization;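 active means inhibition above the mean inhibition of all tested compounds plus 3 SD, set per campaign, cut at about 40% in these data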;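 further: 0% = DMSO wells and 100% = unlabeled Bim-BH3 peptide control; higher means more loss of mP so more displacement of Bim peptide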
An asterisk follows results filed as active; / = no result given. Only part of the results is shown (hit frequency here may not be typical).

SMILES | PME-1 primary | MEX-5 binding | GLD-1 RNA inh | Fam108B inh | BCLXL inh | VLA-4 inh | Efflux pump mplx | GRK2 inh | MCL1 BIM primary
CCCCn1c(SCC(=O)Nc2cc(C(F)(F)F)ccc2Cl)nnc1C(CC)N(C)C (stereo not given) | 0.7 | 3.1 | 4.3 | -3.8 | -4.5 | -1.3 | 0.8 | 1.0 | -10.8
Cc1cccc(-c2nc(CSCC(=O)NCCCN3CCOCC3)c(C)o2)c1 | -3.9 | 0.5 | -1.8 | -4.9 | 2.0 | -2.8 | 0.3 | 0.0 | -0.5
c1ccc(Oc2cccc(OCCn3cncn3)c2)cc1 | 0.0 | -1.5 | 2.0 | -1.7 | 2.8 | -13.8 | 0.2 | 2.0 | 0.4
Cc1c(C(=O)Nc2nc3ccccc3[nH]2)oc2ccccc12 | -58.2 | 0.7 | -2.1 | -3.3 | -3.5 | 2.2 | -0.3 | 1.0 | -15.2
CC(C)(C)C(CN1CCCC1)OC(=O)c1ccccc1 (stereo not given) | 6.0 | -1.4 | 0.9 | 3.9 | 2.7 | 6.4 | -0.1 | 0.0 | 4.4
Cc1ccc(N(CCC#N)C(=O)CCl)cc1C | 8.7 | 2.3 | 2.3 | -2.8 | 1.2 | -2.4 | 0.0 | 1.0 | -4.4
CCOc1ccc(S(=O)(=O)N(CC)CC)cc1N | 2.2 | 0.8 | -1.7 | -0.5 | 3.6 | -3.6 | 0.1 | 26.0 | -5.7
CCCNC(=O)c1ccc(N2CCC3(CC2)CC(c2ccccc2)=NO3)c(NC(=O)c2ccccc2)c1 | -15.7 | -2.8 | 6.9 | -8.7 | -0.3 | -2.2 | 0.0 | 0.0 | 0.0
CC(=O)Nc1cccc(-c2csc(Nc3cccc(C)n3)n2)c1 | 21.7 | 0.4 | 0.9 | 5.9 | 3.7 | 6.3 | -0.1 | 2.0 | 1.6
COc1ccc(-c2cc(-c3ccccc3)nc(SCC(=O)Nc3ncc(C)s3)c2C#N)cc1 | -56.4 | 2.3 | -54.1 | -47.3 | -16.7 | -16.8 | 0.0 | 0.0 | -31.9

An excerpt from above, showing only Fam108B inh, MCL1 BIM primary and GRK2 inh:
Compound,Fam108B inh,MCL1 BIM primary,GRK2 inh
CC(=O)Nc1cccc(-c2csc(Nc3cccc(C)n3)n2)c1,5.9,1.6,2.0
CC(C)(C)C(CN1CCCC1)OC(=O)c1ccccc1 (stereo not given),3.9,4.4,0.0
CCOc1ccc(S(=O)(=O)N(CC)CC)cc1N,-0.5,-5.7,26.0
CCCNC(=O)c1ccc(N2CCC3(CC2)CC(c2ccccc2)=NO3)c(NC(=O)c2ccccc2)c1,-8.7,0.0,0.0

Next part
SMILES | PME-1 primary | MEX-5 binding | GLD-1 RNA inh | Fam108B inh | BCLXL inh | VLA-4 inh | Efflux pump mplx | GRK2 inh | MCL1 BIM primary
O=C(Cn1cnc2c(OCc3ccccc3)ncnc21)NCc1nc2ccccc2[nH]1 | / | / | 3.1 | / | / | 19.8 | 0.1 | 15.0 | /
C/C(=N\NC(N)=S)c1ccc(-n2ccnc2)cc1 | -3.4 | 0.3 | 0.6 | 1.9 | 6.4 | 5.0 | 0.1 | 0.0 | 4.8
CC(C)(C)C(=O)CN1CCN(C2c3ccccc3-c3ccccc32)CC1 | -0.2 | -0.5 | 1.8 | 3.2 | -0.5 | -3.6 | 0.0 | 0.0 | -3.9
COc1cc(/C=N/S(=O)(=O)CCc2ccccc2)cc(OC)c1O | 2.0 | -0.6 | -1.5 | 2.4 | 2.5 | -5.8 | 0.7 | 0.0 | 5.3
O=C(Cc1ccccc1)NCC(=O)N/N=C/c1ccc(C(=O)O)cc1 | 4.3 | -2.3 | 3.8 | 1.9 | 1.1 | 16.9 | 0.0 | 2.0 | 7.2
COC(=O)c1cccc(COC(=O)c2ccc(CS(=O)(=O)c3ccc(C)cc3)cc2)c1 | -3.4 | -1.3 | 2.2 | -2.7 | -3.7 | 3.3 | 0.2 | 0.0 | -13.8
CC1(C)CC(=O)C2=C(C1)N(c1ccccc1)C(=O)C2(O)C(F)(F)F (stereo not given) | -5.0 | 1.8 | 7.6 | -1.3 | 8.0 | 0.4 | 0.3 | 0.0 | 11.3
Cc1oc2cc(O)ccc2c(=O)c1Oc1ccccc1 | 0.5 | 4.1 | -2.0 | -0.9 | 5.5 | 11.0 | 0.0 | 8.0 | -12.6
CCOC(=O)N1CCN(C(=O)COC(=O)C2CCN(S(=O)(=O)c3ccc(C)c(C)c3)CC2)CC1 | -3.1 | 0.6 | 11.0 | -3.1 | 5.5 | 5.1 | -0.1 | 3.0 | -2.7
O=C(NCC(c1cccnc1)N1CCN(c2ccccc2)CC1)c1ccco1 (stereo not given) | -5.0 | -1.8 | -1.0 | 3.5 | 5.8 | 17.6 | -0.1 | 0.0 | 5.8
CC1CCc2c(sc3ncn4c(SCC(=O)NCc5ccco5)nnc4c23)C1 (stereo not given) | 4.0 | -2.6 | 4.5 | 2.8 | 0.9 | -5.2 | -0.1 | 1.0 | -2.7
CCN(C(=O)CSc1nc2cc(C(=O)OC)ccc2c(=O)n1Cc1ccco1)c1cccc(C)c1 | -1.5 | -0.5 | 3.6 | 0.2 | 5.5 | -3.4 | 0.2 | 0.0 | 2.0
COc1ccc(CCNC(=O)CCS(=O)(=O)Cc2ccccc2C)cc1OC | 2.5 | -2.9 | 9.4 | -1.0 | 2.9 | -18.2 | 0.1 | 1.0 | 1.4
NNCCc1ccccc1 | 0.3 | 1.6 | 2.4 | 4.8 | 2.5 | -1.0 | -0.2 | 0.0 | -0.7
N#C/C(=C\c1c(N2CCC(C(N)=O)CC2)nc2ccccn2c1=O)S(=O)(=O)c1ccccc1 | 2.8 | 0.8 | -2.6 | 0.6 | 4.3 | 1.1 | -0.1 | 2.0 | 1.3
CCSc1ncc(/C=N/Nc2ccc(Cl)cc2)n1C | 21.3 | 2.1 | 14.1 | 9.1 | 0.7 | -4.4 | -0.1 | 2.0 | -3.8
Fc1ccc(C2NC(=S)NC3=C2N2CCC3CC2)cc1 (stereo not given) | -0.5 | 1.8 | 1.1 | -0.8 | -3.1 | 5.8 | 0.0 | 0.0 | -4.9
COc1cc2c(cc1NC(=O)C(C)OC(=O)C1CC(=O)N(Cc3ccco3)C1)oc1ccccc12 (stereo not given) | -1.1 | 0.4 | 6.5 | -5.0 | -2.9 | 6.6 | 0.0 | 0.0 | -0.4
CN(CCOc1ccccc1)C(=O)c1ccc2c(=O)n3c(nc2c1)CCC3 | 2.4 | 1.2 | 4.9 | -0.1 | 4.9 | 19.3 | 0.0 | 0.0 | -1.1
COc1ccc(C2=NN(C(=O)COc3ncnc4ccccc34)C(c3ccco3)C2)cc1 (stereo not given) | -2.8 | -2.0 | -6.2 | 2.1 | 1.1 | 8.1 | -0.1 | 0.0 | -3.7
O=C(CC1Oc2ccccc2NC1=O)NCCCN1CCOCC1 (stereo not given) | -2.7 | 0.4 | 0.7 | 1.9 | 3.5 | 17.4 | -0.2 | 0.0 | 1.9
COc1cccc(NS(=O)(=O)NC(=O)c2c(C)[nH]c3ccccc23)c1 | -5.0 | 0.1 | 1.7 | 4.2 | -1.5 | 2.1 | 0.6 | 2.0 | -5.2
COc1cccc(CN2CC(C(=O)NCCCc3ccncc3)CCC2=O)c1 (stereo not given) | / | 0.5 | / | / | / | 8.2 | 0.0 | 0.0 | /
CC1=NNC(=O)C1CC(=O)N/N=C/C(Br)=C/c1ccccc1 (stereo not given) | 0.9 | 4.3 | -2.9 | -1.4 | 5.1 | 14.6 | -0.1 | 7.0 | 3.1
CCn1c(SCC(=O)NC(=O)NCc2ccco2)nnc1-c1cccs1 | 0.3 | 0.8 | -2.9 | 0.7 | -5.4 | 8.6 | 0.0 | 0.0 | -0.8
COc1ccc(CC(=O)NC(C)(C)C)cc1S(=O)(=O)N1CCOCC1 | -7.9 | 0.6 | 4.4 | 2.2 | 2.4 | 1.1 | 0.1 | 0.0 | 8.9
CCOC(=O)NN1C(=O)c2ccccc2NC1c1ccccc1 (stereo not given) | 5.5 | 0.4 | -7.7 | 4.0 | 5.2 | -15.8 | 0.0 | 1.0 | 2.9
CC(=O)N1CCN(CC(c2ccccc2)c2ccccc2)CC1 | 1.4 | 0.9 | 2.5 | 2.0 | 4.0 | 9.7 | 0.0 | 0.0 | 22.9
COCCNS(=O)(=O)c1cc(OC)c(C)cc1C | 4.3 | 1.9 | 3.3 | -2.6 | 5.6 | 20.9 | 0.0 | 0.0 | 7.7
Cc1ccc(NC(=O)CN(C)C(=S)NC2CC2)cc1 | 0.2 | 2.0 | -2.0 | 1.6 | 3.1 | -2.4 | -0.1 | 0.0 | 2.8
CCOC(=O)C1(CC2CCCCO2)CCN(C(=O)Nc2ccc3c(c2)OCO3)CC1 (stereo not given) | 5.3 | 0.4 | -15.4 | 3.9 | 0.2 | 2.6 | 0.5 | 4.0 | -1.4
Cc1cnc(C(=O)OCC(=O)Nc2ccc(Br)cc2F)cn1 | 3.8 | / | 4.9 | / | 2.6 | -11.3 | -0.4 | 2.0 | 8.2
NC(=O)C1CCN(C(=O)c2ccc(OCC(=O)Nc3cccc(C(F)(F)F)c3)cc2)CC1 | 1.9 | 1.6 | 4.5 | 1.9 | 2.4 | 4.1 | 0.0 | 2.0 | -3.1
O=C(Cn1c(=O)oc2ccccc21)N1CCN(S(=O)(=O)c2ccccc2)CC1 | 14.0 | / | -3.0 | / | -5.5 | -34.3 | -0.2 | 0.0 | -13.3
COc1ccc(C(=O)NCCc2nnc(SCC(=O)Nc3ccccc3C(C)C)n2C)cc1 | 4.2 | 0.3 | 4.9 | 0.6 | 7.4 | -8.8 | -0.3 | 0.0 | 1.5
CN1CCN(c2ccc(-c3cccc(NC(=O)COc4ccc(Cl)cc4Cl)c3)nn2)CC1 | -14.3 | -3.5 | 5.8 | -9.4 | 1.0 | -2.7 | 0.1 | 0.0 | -4.4
CN(C)CCCN(Cc1cc2cc3c(cc2[nH]c1=O)OCO3)C(=S)Nc1ccccc1 | -3.0 | -0.4 | -3.4 | 2.9 | 2.0 | 5.6 | 0.0 | 0.0 | 5.7
CN(CC(=O)Nc1ccccc1Br)C(=O)c1cc2c(s1)CCCCC2 | -0.7 | -0.8 | 3.5 | 0.3 | -3.3 | 4.2 | -0.1 | 3.0 | -10.7
Cc1cc(NC(=O)COC(=O)C2CCN(C(=O)c3ccc(Cl)cc3)CC2)no1 | -0.4 | -0.5 | -1.2 | 1.2 | -0.9 | -6.1 | -0.1 | 6.0 | -5.8
Cc1cc(NC(=O)c2ccc(S(=O)(=O)Nc3ccccc3)cc2)no1 | -0.5 | 0.6 | 0.3 | -0.6 | 6.2 | -11.8 | -0.2 | 1.0 | 10.8
CC(C)OC(=O)CSc1nnc(CNc2ccc(Cl)cc2)n1Cc1ccccc1 | 5.4 | 0.9 | -1.9 | -0.9 | -4.8 | 8.7 | 0.1 | 0.0 | -8.3
O=C(O)CCCNS(=O)(=O)c1ccc(NCc2ccccc2)c(C(=O)O)c1 | 8.7 | 1.0 | 4.2 | -1.4 | 4.9 | 7.7 | 0.0 | 0.0 | 9.2
